mHTT-CaM PPI inh – inhibitors of human mutant huntingtin-calmodulin interaction | AlphaScreen His-mHTT/GST-CaM binding, luminescence | hit rate 3.6% among 190,000 | inhibition, % at 15 µM;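 note: 0% = both proteins with DMSO and 100% = one protein alone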
Pf apPOL block – Pf-apPOL DNA polymerase inhibition; Recombinant Pf-apPOL, molecular beacon fluorescence, 1.5 h; inhibition, % at 10 µM; hit rate 0.25% among 210,000; AID 1794808
* hit, by the source's call; nt = no result given; & = joins results of further samples. Cut-off read from the data, not from the text of the source: active = inhibition above about 50%; inactive = the rest. Not all compounds are listed; rates above refer to the full screens.

1: O=C(NC1CC1)c1cn2ccnc(-c3ccccc3)c2n1
2: Cc1ccc(NC(=O)N2CCCC2c2c(C)noc2C)cc1F (stereo unspecified)
3: COc1ccc(C=C2Oc3c(cc(CN(C)C)c(O)c3C)C2=O)cc1
4: CC(C)(C)C1CCC(NCc2ccncc2)CC1 (stereo unspecified)
5: CS(=O)(=O)C1=C(O)C(=O)N(c2ccccc2)C1c1ccc(Br)cc1 (stereo unspecified)
6: Cc1cc(C2CCCN2C(=O)Nc2ccc(C)c(F)c2)no1 (stereo unspecified)
7: CCC(=O)N1CCc2cc(Br)cc(S(=O)(=O)CCC(=O)O)c21
8: NC(=O)COc1ccc(-n2cnnn2)cc1
entry no.	1	2	3	4	5	6	7	8
Pf apPOL block	22	1	-12	3	-2	-2	-4	-3
mHTT-CaM PPI inh	6	-6	43	-6	8	-7	-9	-2

9: CCOc1ccc(Nc2ncnc(N)n2)cc1
10: O=S1(=O)CC2c3ccc(F)cc3CN2CN1C1CCCC1 (stereo unspecified)
11: Cc1ccsc1/C=c1\sc2nc(-c3ccccc3)nn2c1=O
12: O=[N+]([O-])c1ccc2nc(Nc3ccc(Cl)c(Cl)c3)c(Nc3ccc(Cl)c(Cl)c3)nc2c1
13: COc1ccc(C2C(C(=O)Nc3ccccc3OC)=C(C)Nc3nnnn32)cc1 (stereo unspecified)
14: O=C(c1ccc(OCC2CCCN2C(=O)c2ccc(F)cc2)cc1)N1CCOCC1 (stereo unspecified)
15: CCCn1cnc2c1c(=O)n(C(C)C)c(=O)n2-c1ccc(F)c(F)c1
16: COc1cccc2cc(-c3csc(CC#N)n3)c(=O)oc12
entry no.	9	10	11	12	13	14	15	16
Pf apPOL block	-3	-7	1	nt	7	29	1	2
mHTT-CaM PPI inh	-2	22	-1	-3	11	-4	3	3

17: O=C(COc1ccc(Cl)cc1Cl)Nc1nnc(Cc2ccc3c(c2)OCO3)o1
18: COC(=O)c1ccc(OC2OC(COC(C)=O)C(OC(C)=O)C(OC(C)=O)C2NC(C)=O)cc1 (stereo unspecified)
19: CCOC1CCCc2oc(-c3ccc(OC)cc3)c(C(=O)NN3CCN(C)CC3)c21 (stereo unspecified)
20: Cc1c(S(=O)(=O)c2ccc(Cl)cc2)csc1C(=O)N(Cc1ccccc1)Cc1cccnc1
21: O=C(Oc1ccc2c(c1)OC(=Cc1ccncc1)C2=O)c1ccc2c(c1)OCO2
22: Nc1nc(=O)n2c(n1)oc1ccccc12
23: Cc1nc(C)c(Cc2ccc(F)cc2)c(N2CCN(C(=O)NC(C)(C)C)CC2)n1
24: Cc1cc(F)ccc1NC(=O)c1csc(-c2ccc(N3CCCC3)nc2)n1
entry no.	17	18	19	20	21	22	23	24
Pf apPOL block	-207	-9	-9	4&-1	-6&-10	6	-2	0
mHTT-CaM PPI inh	92*	2	-16	nt	5&25	0	2	-7

25: O=C(CSC(=O)c1c(Cl)cccc1Cl)Nc1cc(C(F)(F)F)cc(C(F)(F)F)c1
26: COCCNC(=O)C1CCc2sc(C(=O)N3CCCCC3)cc2C1 (stereo unspecified)
27: CN(C)CCN(Cc1ccccc1)Cc1ccc([N+](=O)[O-])cc1
28: O=C1NC(=Nc2ccccc2Cl)S/C1=C/c1cccnc1
29: O=C(CC1CCN(C(=O)C2CCCCC2)CC1)NCCCN1CCCC1
30: Cn1nnnc1SCc1csc(C=C(C#N)C#N)c1
31: COc1ccccc1N1CCN(CC(C)N(C(=O)C2CCCCC2)c2ccccn2)CC1 (stereo unspecified)
32: S=C(Nc1cccc(Br)c1)O[C@H]1CCC12CCC(c1ccccc1)CC2 (stereo partly specified)
entry no.	25	26	27	28	29	30	31	32
Pf apPOL block	-1	-3	-2	-3	-5	nt	-2&-1	-8
mHTT-CaM PPI inh	nt	0	4	5	4	-4	nt	-18

33: CC1CCc2c(sc3ncn4ncnc4c23)C1 (stereo unspecified)
34: COc1ccc(-c2c(C)oc3c(CN(C)Cc4ccccc4)c(O)ccc3c2=O)cc1OC
35: CCOC(=O)COc1ccc2c(c1)C[C@@H](NC[C@H](O)c1cccc(Cl)c1)CC2
36: O=C(NC1CCCCC1)C(c1cc2c(cc1[N+](=O)[O-])OCO2)N1CCc2ccccc21 (stereo unspecified)
37: O=C(Cn1c(NCCO)nc2ccccc21)c1ccc(Cl)cc1Cl
38: CCC(CC)C(=O)Nc1ccc(C(=O)NCC(C)C)cc1
39: CC(NC(=O)C1(c2ccc(NS(C)(=O)=O)cc2)CCCCC1)c1ccccc1 (stereo unspecified)
40: Cc1nc(NC(=O)C2CCCN(c3ccc(-n4cccn4)nn3)C2)sc1C (stereo unspecified)
entry no.	33	34	35	36	37	38	39	40
Pf apPOL block	-2	-14	3	-3	-1	-3	3	-8
mHTT-CaM PPI inh	-2	0	nt	41	11	1	-4	94*

41: CCOC1=NC2Nc3ccccc3N(CC)C2C1c1ccc([N+](=O)[O-])cc1 (stereo unspecified)
42: CCN(CC)C(=O)CC(c1ccc(N(C)C)cc1)c1c(O)cc(OC)cc1OC (stereo unspecified)
43: CC(=O)C(C(C)=O)=C1OC(=O)c2ccccc21
44: Cc1ccccc1NC(=O)c1cc2n(n1)CCCC2
45: CCCSc1nc2c(c(=O)n1-c1ccc(Cl)cc1)SCC2
46: Cc1ccc(C(O)CN2CCN(c3ccccc3)CC2)cc1 (stereo unspecified)
47: Cc1ccc(OCCSc2nc3ccccc3c(=O)[nH]2)cc1
48: O=C(Nc1ccc(F)cc1)Nc1ccc(Cl)cn1
entry no.	41	42	43	44	45	46	47	48
Pf apPOL block	-5	-4	nt	-2	0	0	-2	-2
mHTT-CaM PPI inh	37	39	-4	-3	12	3	-2	-3

Single records (already shown):
Cc1ccc(C(O)CN2CCN(c3ccccc3)CC2)cc1 (stereo unspecified) reads Pf apPOL block: 0; mHTT-CaM PPI inh: 3
COc1ccc(C=C2Oc3c(cc(CN(C)C)c(O)c3C)C2=O)cc1 reads Pf apPOL block: -12; mHTT-CaM PPI inh: 43

Next records.
49: C=CCNc1nc(-c2ccccc2)cc(C(F)(F)F)c1C#N
50: CC(C)C(=O)N1CCc2nc(-c3ccccc3)ncc2C1
51: CCn1cc(C(=O)NCCOC)c(=O)c2ccc(C)nc21
52: COC(=O)N1CCN(CCNC(=O)c2cccc3ccccc23)CC1
53: Cc1cc(Cl)ccc1NS(=O)(=O)c1cc2c(s1)CCN(C(=O)C1CC1)C2
54: CCOc1ccccc1NC(=O)c1cc(-c2cccs2)nc2ccccc12
55: COc1ccccc1C=C1Oc2c(ccc3c2CN(Cc2cccnc2)CO3)C1=O
56: CC(=O)N1CCN(C(=O)C(C)N2CCN(c3ccccc3)CC2)CC1 (stereo unspecified)
entry no.	49	50	51	52	53	54	55	56
Pf apPOL block	2	1	-1	-2	-1	13	-28	0
mHTT-CaM PPI inh	-70	-8	2	-16	23	1	42	2

57: Cc1cccc(-n2c(CCN3C(=O)c4ccccc4C3=O)nc3ccccc3c2=O)c1
58: O=C(Cc1ccc(NC(=O)c2ccno2)cc1)NC1CC1
59: COc1ccc(S(=O)(=O)NCCC(=O)O)cc1
60: COc1cc(CN2CCCN(C)CC2)cc(Br)c1O
61: CC(C)C(=O)Nc1ccc(NC(=O)Cc2ccccc2)cc1
62: O=C1C(=O)N(CCCn2ccnc2)C(c2cccc(F)c2)C1=C(O)c1ccccc1 (stereo unspecified)
63: COc1cc(NC(=O)CC(C)c2ccccc2)c(OC)cc1Cl (stereo unspecified)
64: OC1(CCC2(O)CCCC2)CCCC1
entry no.	57	58	59	60	61	62	63	64
Pf apPOL block	0	-4	-2	-3	-3	-2	-3	-4
mHTT-CaM PPI inh	-3	-16	2	15	-1	0	-6	-7

65: O=S(=O)(c1cccc2nsnc12)N1CCCn2nc(-c3cccnc3)cc2C1
66: Cc1occc1C(=O)NCc1ccco1
67: COc1ccccc1CC(=O)Nc1ccc2c(c1)OCO2
68: CC(=O)N1CCc2[nH]c3ccc(C(=O)N4CCN(C(C)C)CC4)cc3c2C1
69: Cc1ccc(C(=O)N2CCC(Oc3ccc(NC(=O)c4ccccc4)cn3)C2)cc1 (stereo unspecified)
70: Cc1ccc(O)c(N=Cc2cc(Cl)cc(Cl)c2O)c1
71: CCN1C(=O)Cc2cc(C(=O)N3CCN(c4ccc(F)cc4)CC3)ccc21
72: CC1CCCCC1NS(=O)(=O)c1ccc2c(c1)CCN2C(=O)C1CC1 (stereo unspecified)
entry no.	65	66	67	68	69	70	71	72
Pf apPOL block	0	-12	-4	-3	-3	-1	-3	13
mHTT-CaM PPI inh	1	8	7	14	9	23	20	3

7 of these compounds in a different format.
item	structure	Pf apPOL block	mHTT-CaM PPI inh
7	CCC(=O)N1CCc2cc(Br)cc(S(=O)(=O)CCC(=O)O)c21	-4	-9
58	O=C(Cc1ccc(NC(=O)c2ccno2)cc1)NC1CC1	-4	-16
54	CCOc1ccccc1NC(=O)c1cc(-c2cccs2)nc2ccccc12	13	1
29	O=C(CC1CCN(C(=O)C2CCCCC2)CC1)NCCCN1CCCC1	-5	4
37	O=C(Cn1c(NCCO)nc2ccccc21)c1ccc(Cl)cc1Cl	-1	11
43	CC(=O)C(C(C)=O)=C1OC(=O)c2ccccc21	nt	-4
64	OC1(CCC2(O)CCCC2)CCCC1	-4	-7

(next part)
73: C=CCN(c1ccccc1)S(=O)(=O)c1ccc2c(c1)CC(C)N2C(=O)CC (stereo unspecified)
74: Cc1ccccc1NC(=O)c1c(C)nc(SCC(N)=O)c(C#N)c1-c1ccc(Cl)cc1
75: Cc1ccc2c(c1)CCCN2CC(=O)Nc1ccc(Cl)cc1C(=O)NCc1cccs1
76: CN1CCN(Cc2ccc(NC(=O)NC3CCCCC3)cc2)CC1
77: Cc1cccc(N2CCN(C(=O)c3cn4c(n3)CN(CC(C)C)CC4)CC2)c1
78: CC(=O)Nc1ccc2oc(-c3ccc(C(C)(C)C)cc3)cc(=O)c2c1
79: O=C1OC(/C=C/c2ccccc2)=NC/1=C\c1ccc(Br)cc1
80: O=[N+]([O-])c1ccccc1S(=O)(=O)NCCSc1ccccc1
entry no.	73	74	75	76	77	78	79	80
Pf apPOL block	8	-5	-7	0	-10	-6	-4	0
mHTT-CaM PPI inh	-5	37	nt	-8	35	5	0	6

81: C=CCOc1ccc(C=Nc2ccc(Cl)cc2)c(O)c1
82: O=C(c1ccc(OCC2CCCN(C(=O)C3CC3)C2)cc1)N1CCCC1 (stereo unspecified)
83: Fc1ccccc1-c1nnn(Cc2ccc3c(c2)OCO3)n1
84: Cn1nc(CC(=O)Nc2nccs2)c2ccccc2c1=O
85: O=C(Nc1ccccc1C(=O)NC(Cc1ccccc1)C(=O)N1CCOCC1)c1ccco1 (stereo unspecified)
86: Cc1ccc(S(=O)(=O)CC(Cn2nc(Cl)nc2Cl)n2nc(Cl)nc2Cl)cc1 (stereo unspecified)
87: O=C1CSC(c2cc3c(cc2Br)OCO3)N1c1ccccc1F (stereo unspecified)
88: CC1=NN(c2ccccc2)C(=O)/C1=C/c1ccc(N)cc1
entry no.	81	82	83	84	85	86	87	88
Pf apPOL block	-2	23	-1	-10	-7	3	-2	-5
mHTT-CaM PPI inh	-4	-6	-14	-5	2	-1	5	57*

Fetched one by one from the entries so far, 6 records:
83: Fc1ccccc1-c1nnn(Cc2ccc3c(c2)OCO3)n1
82: O=C(c1ccc(OCC2CCCN(C(=O)C3CC3)C2)cc1)N1CCCC1 (stereo unspecified)
81: C=CCOc1ccc(C=Nc2ccc(Cl)cc2)c(O)c1
88: CC1=NN(c2ccccc2)C(=O)/C1=C/c1ccc(N)cc1
85: O=C(Nc1ccccc1C(=O)NC(Cc1ccccc1)C(=O)N1CCOCC1)c1ccco1 (stereo unspecified)
84: Cn1nc(CC(=O)Nc2nccs2)c2ccccc2c1=O
entry no.	83	82	81	88	85	84
Pf apPOL block	-1	23	-2	-5	-7	-10
mHTT-CaM PPI inh	-14	-6	-4	57*	2	-5

Later entries
89: CCc1nc2cc(N3CCC(C(=O)N4CCCCCC4)CC3)cnc2nc1CC
90: CC(C)(C)NC(=O)c1nc2nc(-c3ccccc3)cc(C(F)(F)F)n2n1
91: CCOc1ccc(S(=O)(=O)Nc2cccc3c2CCCC3)c2cccnc12
92: Nn1c(SCc2cccc(Br)c2)nnc1-c1ccccc1
93: COc1ccc(C=CC(=O)NCCC(O)c2cccc3ccccc23)cc1OC (stereo unspecified)
94: Cc1scc2nc(C(=O)NCc3cccc(F)c3)nc(N(C)C)c12
95: N#CCCSc1ccccc1NC(=O)C(c1ccccc1)C1CCCC1 (stereo unspecified)
96: COc1cccc(C2CC(c3ccc(Br)cc3)=NN2C(=O)c2ccncc2)c1OC (stereo unspecified)
entry no.	89	90	91	92	93	94	95	96
Pf apPOL block	0	-7	-2	-1	-7	-3	5	-5
mHTT-CaM PPI inh	13	1	40	-10	19	48	nt	61*

Source: PubChem BioAssay (University of Kansas High Throughput Screening Laboratory)
